Screening data deposited in PubChem by National Center for Advancing Translational Sciences (NCATS).
PKM2 act: PKM2 (human) enzyme activation. P14618. Potency, µM (doses to about 57.5 µM), for the others: at the top dose activation, hits mostly activators. purified PKM2, Kinase-Glo ATP luminescence, activation; response scale: 0% is enzyme alone, no compound. 0.34% of 260,000 active; note: potency is the fitted concentration of half-maximal effect; % is set by controls: 0 for no effect and ±100 for the full control effect; nearly all actives have a fitted effect of over 55% in size
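hPK-M2, >95% pure; 0.1 mM ADP / 0.5 mM PEP final; imidazole pH7.2 buffer w/ 7 mM MgCl2, 50 mM KCl; 1 h RT; Kinase-Glo lum. Intermediate enzyme activity for dual inhibitor/activator qHTS.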
Tb PFK inh: T. brucei PFK enzyme inhibition; T. brucei PFK, ADP-Glo luminescence; Potency, µM (titrated, usually from 57.5 µM), without a hit: at the highest dose activity, negative = inhibition, actives largely listed as inhibitors; 0.17% of 330,000 active;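 note: potency is the fitted concentration of half-maximal effect; 0% = uninhibited 1x PFK enzyme wells and -100% = no-enzyme wells; nearly all actives have a fitted effect of over 60% in size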
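Luminescent ADP detection (ADP-Glo, two-step: ATP depletion then ADP-to-ATP conversion for luciferase) reported PFK activity after 45 min room-temperature reaction of 1.25 nM enzyme with 0.5 mM F6P and 0.1 mM ATP at pH 8.0.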
B2AR arrestin: recruits beta-arrestin to the human beta2-adrenergic receptor | beta-arrestin recruitment to beta2AR, cell-based reporter | Potency, µM (titrated, usually from 46.1 µM), for inactives: at the highest dose activation, actives largely listed as activators | 0.02% of 330,000 active;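 note: potency is the fitted concentration of half-maximal effect; 0% = DMSO controls and full agonism = EC100 isoproterenol or metaproterenol; nearly all actives have a fitted effect of over 65% in size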
GALK inhibitor: blocks human galactokinase activity; P51570; Purified GALK, Kinase-Glo residual ATP luminescence; Potency, µM (titrated, usually from 57.5 µM), inactives show top-dose activity change, negative = inhibition, most hits filed as inhibitors; 0.007% of 270,000 active; note: potency is the fitted concentration of half-maximal effect; % is set by controls: 0 for no effect and ±100 for the full control effect
Target sequence (P51570 whole entry, looked up): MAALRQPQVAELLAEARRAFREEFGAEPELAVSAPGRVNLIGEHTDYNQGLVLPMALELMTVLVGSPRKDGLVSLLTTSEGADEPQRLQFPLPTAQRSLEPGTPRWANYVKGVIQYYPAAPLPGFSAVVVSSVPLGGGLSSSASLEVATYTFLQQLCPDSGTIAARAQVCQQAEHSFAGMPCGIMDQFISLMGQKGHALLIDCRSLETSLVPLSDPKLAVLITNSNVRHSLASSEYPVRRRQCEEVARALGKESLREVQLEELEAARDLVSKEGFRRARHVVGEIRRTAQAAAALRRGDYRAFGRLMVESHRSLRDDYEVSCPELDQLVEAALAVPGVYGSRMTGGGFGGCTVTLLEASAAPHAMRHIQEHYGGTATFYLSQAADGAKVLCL
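The enzyme phosphorylates galactose (100 uM) using ATP (35 uM); inhibition is detected as higher residual ATP, quantified by bioluminescence after 1 h reaction at room temperature, pH 8.0.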
a7 integrin act: integrin-mediated muscular dystrophy alleviation activation; alpha7betagal myoblasts, beta-gal FDG fluorescence, 48 h; Potency, µM (doses to about 38.3 µM), inactives show top-dose activation, actives largely listed as activators; 0.064% of 350,000 active; AID 624291;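 note: potency is the fitted concentration of half-maximal effect; 100% = response of the positive control SU9516; nearly all actives have a fitted effect of over 60% in size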
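Alpha7betagal+/- myoblasts (passage 13) were plated 16-24 hr, then exposed to compounds (1:260 dilution of DMSO stock) for 48 hours at 37C. After MPER lysis, β-galactosidase reporter activity was read as FDG fluorescence (ex 480/em 540) after 30 minutes.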
S-ASM inh: human S-ASM enzyme inhibition. AID 504937. Potency, µM (highest dose often 57.5 µM), for the others: at the highest dose activity change, negative = inhibition, hits mostly inhibitors. placental ASM, HMU-PC fluorogenic substrate, 60 min. 0.006% of 340,000 active; note: potency is the fitted concentration of half-maximal effect
Target sequence (P17405 47-631 limits assumed): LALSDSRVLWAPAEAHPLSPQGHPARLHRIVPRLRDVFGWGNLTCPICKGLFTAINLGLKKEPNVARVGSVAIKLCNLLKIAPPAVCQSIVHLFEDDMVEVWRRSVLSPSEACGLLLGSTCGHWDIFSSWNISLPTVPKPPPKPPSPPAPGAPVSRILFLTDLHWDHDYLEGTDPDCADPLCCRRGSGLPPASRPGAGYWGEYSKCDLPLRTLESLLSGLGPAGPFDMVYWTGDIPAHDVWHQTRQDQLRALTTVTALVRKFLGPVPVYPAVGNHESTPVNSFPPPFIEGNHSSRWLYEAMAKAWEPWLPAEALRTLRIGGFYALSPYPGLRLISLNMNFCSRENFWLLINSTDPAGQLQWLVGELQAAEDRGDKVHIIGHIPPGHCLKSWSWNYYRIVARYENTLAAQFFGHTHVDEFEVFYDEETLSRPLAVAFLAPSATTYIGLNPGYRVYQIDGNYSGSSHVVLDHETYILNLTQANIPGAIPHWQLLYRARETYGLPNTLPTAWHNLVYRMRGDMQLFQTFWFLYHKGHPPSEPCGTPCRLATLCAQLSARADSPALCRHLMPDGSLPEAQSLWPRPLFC
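Human placenta-derived ASM preincubated with compound 10 min at room temperature, then reacted with 9 uM (final) fluorogenic HMU-PC substrate for 60 min at 37 C. Stop solution raises pH to 10; fluorescence read at Ex 386/Em 447 nm.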
Menin MLL FP TR: menin-MLL binding inhibition, Texas Red mutant peptide | 0.23% of 270,000 active | Potency, µM (doses to about 61.6 µM), for the others: at the top dose FP activity change, negative = inhibition, hits mostly inhibitors | AID 1768 | Menin + Texas Red MLL mutant peptide, fluorescence polarization | O00255; active = well fitted inhibition curve with a large enough effect in the polarisation, with a control signal flat, not every such curve was filed as active; inconclusive = small, poorly fitted or top-dose-only effect, or effect the other way, or a change in a side signal; inactive = no such curve, though single readings can be large or run the other way; the % refers to the polarisation; note: potency is the fitted concentration of half-maximal effect; % of control where 0% means no effect; many of its hits are not listed in these tables
Coupling enz: coupling enzyme interference in Giardia aldolase counter-screen; coupling enzyme system counterscreen, AmpLite Red fluorescence; activity change, negative = inhibition, % at 58.2 µM, hits read low; 0.67% of 290,000 active; AID 2472; in the data active = activity change below about -30%; note: % is set by controls: 0 for no effect and ±100 for the full control effect
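Final compound at 57.5 uM, incubated 10 min at RT with coupling enzyme reagent (glyceraldehyde-3-phosphate), then 20 min with substrate and AmpLite Red detection. Fluorescence read at 525/598 nm; tests interference with the coupling assay, not aldolase inhibition.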
TSG101-PTAP inh: blocks PTAP/TSG101 interaction to inhibit HIV-1 budding. Fluorescence polarization, FITC-PTAP peptide / Tsg101 binding. Potency, µM (titrated, usually from 115 µM), for inactives: at the highest dose activity change, negative = inhibition, actives largely listed as inhibitors. 340,000 tested, under 10 active. AID 493005; active = well fitted inhibition curve with a large enough effect in the main read-out, with a control signal flat, not every such curve was filed as active; inconclusive = small, poorly fitted or top-dose-only effect, or effect the other way, or a change in a side signal; inactive = no such curve, though single readings can be large or run the other way; note: potency is the fitted concentration of half-maximal effect; % of control where 0% means no effect
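Fluorescence anisotropy tracks displacement of a FITC-tagged PTAP peptide (50 nM) from the Tsg101 binding domain (10 uM), following a 20 min room-temperature incubation at pH 7.5.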
BCR signal inh: blocks chronic active B-cell receptor signaling | ABC-DLBCL IkBa-CBG/CBR reporter, luminescence ratio, 4 h | Potency, µM (top dose mostly 46.1 µM), for inactives: at the top dose ratio change, negative = lower green/red ratio, usual class: inhibitors | 0.05% of 340,000 active | AID 493014; active = well fitted inhibition curve with a large enough effect in the signal ratio, with a control signal flat, not every such curve was filed as active; inconclusive = small, poorly fitted or top-dose-only effect, or effect the other way, or a change in a side signal; the % refers to the signal ratio;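 note: potency is the fitted concentration of half-maximal effect; plate controls were basal doxycycline-induced cells for no effect and cells given 10 µM MG132 for full effect; MG132 reads +100%, hits lower the ratio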
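TMD8 human ABC-DLBCL cells with doxycycline-inducible IκBα–green luciferase fusion and unfused red luciferase, in 0.5% FBS medium; compounds up to 46 uM, 4 h at 37C. Green/red luminescence ratio, filter-overlap corrected, fitted to concentration-response curves.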
Giardia kill: kills Giardia lamblia | Giardia lamblia trophozoite viability | 0.15% of 340,000 active | activity change, % at 7.66 µM, hits read low | AID 540267; in the data active = activity change below about -80%; inconclusive = between about -30% and that limit;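 note: parasites exposed to compound for two days anaerobically before the ATP read; % is set by controls: 0 for no effect and ±100 for the full control effect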
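Each well holds 100 Giardia trophozoites and compound. After two days (48 hrs) at 37 deg C in anaerobic conditions, ATP is quantified by luminescence.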
* hit, by the source's call; i = inactive; u = inconclusive; x = no result given; [ ] = another dose, or the depositor's remark. Unless noted, calls come from the whole dose curve; as a rule, active = well fitted curve in the direction sought with a large enough effect; inconclusive = small, poorly fitted or top-dose-only effect, or another doubt; inactive = no such curve, though single readings can be large; an effect the other way counts as inactive or inconclusive. Only part of the results is shown, so the mix of outcomes need not match the whole.

compound	Coupling enz	S-ASM inh	PKM2 act	B2AR arrestin	Menin MLL FP TR	Giardia kill	TSG101-PTAP inh	Tb PFK inh	a7 integrin act	GALK inhibitor	BCR signal inh
O=C(N/N=C/c1cccnc1)c1cccc(Cl)c1	4	0%	x	0.4%	-20%	6	1%	-3%	19%	x	-9%
CCCN1CCn2c3c(c4cc(Br)ccc42)CCCC31 (centres undefined)	1	-8%	x	0.4%	u	-22	-12%	0%	-18%	0%	u
CN1CCCN(Cc2ccccc2C(F)(F)F)CC1	1	1%	-5%	-0.1%	7%	-14	-1%	0%	-22%	3%	1%
O=C(COC(=O)c1ccccc1)NC1CCCC1	-1	2%	x	-0.4%	u	-21	-1%	10%	-17%	0%	-1%
COc1ccc(-n2ncc3c2CC(C)(C)CC3NC(=O)CCN2CCCC2=O)cc1 (centres undefined)	x	-2%	x	-0.5%	x	19	-4%	-17%	12%	4%	10%
Clc1ccc(OCCn2ccnc2)c(Cl)c1	5	0%	29%	-0.2%	0%	-1	-4%	-3%	12%	0%	6%
CCC1=NN2C(=N)/C(=C\c3cccn3-c3ccc(Br)cc3)C(=O)N=C2S1	7	u	-4%	-0.2%	2%	-7	-3%	-3%	-4%	-2%	15%
O=C(Cc1ccccc1Cl)Nc1cccnc1	2	0%	-1%	-0.2%	12%	1	-2%	-5%	-19%	4%	-1%
CNc1snc(C)c1C(=O)OCC(=O)c1ccc(Cl)cc1	x	-1%	x	-0.1%	x	10	-6%	-3%	24%	x	u
O=C1CN(C(=O)c2ccccc2F)C(c2ccc(F)cc2)c2cc(Br)ccc2N1 (centres undefined)	-3	-3%	x	0.5%	20%	-2	-5%	-1%	6%	0%	u
COc1ccc(NS(=O)(=O)c2ccc(NC(=O)CCNS(=O)(=O)c3ccc(C)cc3)cc2)cc1	-1	x	-1%	-0.8%	17%	-14	-1%	0%	25%	0%	3%
O=c1cc(CN2CCN(CCO)CC2)c2cc3c(cc2o1)CCC3	0	-1%	1%	-0.2%	-7%	-15	-4%	-2%	13%	-1%	-1%
CCOc1ccc(NS(=O)(=O)c2cc(C(=O)N3CCCC3)ccc2Cl)cc1	x	1%	x	6.1%	x	-18	-1%	0%	-13%	x	4%
O=C(CC1CCS(=O)(=O)C1)NC1CCCCC1 (centres undefined)	0	-2%	-9%	-0.4%	-2%	-3	-6%	-4%	-3%	-1%	0%
COCCN(Cc1cn(C)nc1-c1ccc(Oc2ccccc2)cc1)C(C)C	2	4%	2%	0.2%	-15%	13	-1%	0%	-49%[inhibitor]	-1%	u
Cc1cc2cc(CNC(=O)c3ccc4c(c3)OCO4)ccc2[nH]1	0	-2%	16%	-0.5%	8%	-3	-8%	-3%	3%	-2%	u
CCc1c(C)c2cc(Cl)c(O)c(CN3CCCCC3)c2oc1=O	1	i	-1%	-0.4%	0%	10	-6%	-1%	-28%[7.66 µM]	9%	0%
CCOC(=O)C(C)Sc1nnc(-c2ccccc2O)n1Cc1ccccc1 (centres undefined)	0	-2%	-14%	0.0%	-17%	3	-13%	-5%	-9%	-1%	15%
O=c1c(C=NCc2ccccc2)c(NCc2ccccc2)nc2ccccn12	1	-1%	-21%	-0.3%	13%	5	-9%	-1%	u	0%	-23%
COC(=O)C(Cc1ccc(OC(=O)c2ccc(C)cc2)cc1)N1Cc2ccccc2C1=O (centres undefined)	-4	1%	-2%	-1.0%	u	-3	2%	-5%	2%	-2%	0%
CCN1CCN(C(=S)Nc2cccc(C(F)(F)F)c2)CC1	0	2%	2%	-0.5%	6%	4	-3%	0%	12%	x	-1%
COc1cc(/C=N/n2c(-c3ccccc3)n[nH]c2=S)ccc1O	7	-1%	-2%	-1.0%	x	20	-5%	3%	-14%	-2%	u
Cc1cnc(C(=O)Nc2ccc(F)cc2)cn1	-1	2%	-20%	-0.1%	0%	6	-4%	-1%	-8%	3%	u
COc1cc(C)cc(OC)c1OCC(=O)Nc1cc(C)on1	x	3%	x	-0.1%	x	0	0%	-5%	22%	x	0%

3 entries from above, as labelled records:
CCc1c(C)c2cc(Cl)c(O)c(CN3CCCCC3)c2oc1=O
  Coupling enz: 1
  S-ASM inh: i
  PKM2 act: -1%
  B2AR arrestin: -0.4%
  Menin MLL FP TR: 0%
  Giardia kill: 10
  TSG101-PTAP inh: -6%
  Tb PFK inh: -1%
  a7 integrin act: -28%[7.66 µM]
  GALK inhibitor: 9%
  BCR signal inh: 0%
CCOC(=O)C(C)Sc1nnc(-c2ccccc2O)n1Cc1ccccc1 (centres undefined)
  Coupling enz: 0
  S-ASM inh: -2%
  PKM2 act: -14%
  B2AR arrestin: 0.0%
  Menin MLL FP TR: -17%
  Giardia kill: 3
  TSG101-PTAP inh: -13%
  Tb PFK inh: -5%
  a7 integrin act: -9%
  GALK inhibitor: -1%
  BCR signal inh: 15%
O=c1c(C=NCc2ccccc2)c(NCc2ccccc2)nc2ccccn12
  Coupling enz: 1
  S-ASM inh: -1%
  PKM2 act: -21%
  B2AR arrestin: -0.3%
  Menin MLL FP TR: 13%
  Giardia kill: 5
  TSG101-PTAP inh: -9%
  Tb PFK inh: -1%
  a7 integrin act: u
  GALK inhibitor: 0%
  BCR signal inh: -23%

Next compounds follow:
compound	Coupling enz	S-ASM inh	PKM2 act	B2AR arrestin	Menin MLL FP TR	Giardia kill	TSG101-PTAP inh	Tb PFK inh	a7 integrin act	GALK inhibitor	BCR signal inh
Cc1cc(C)c(C(=O)N2CCCC(Nc3ccc(C)c(C)c3)C2)o1 (centres undefined)	-15	-1%	x	-1.2%	-9%	4	0%	3%	-10%	-3%	5%
COC(=O)NC(Nc1sc2c(c1C(N)=O)CCCC2)(C(=O)OC)C(F)(F)F (centres undefined)	-16	15%	2%	-0.4%	4%	11	-2%	1%	-43%	2%	3%
CS(=O)(=O)N1CCN(CC(=O)NC2CCCC2)CC1	-2	0%	3%[11.5 µM]	-0.4%	-6%	35[activator]	-1%	2%	-13%	-5%	-2%
CCOc1ccc(C(C)(C)C)cc1S(=O)(=O)n1nc(C)cc1C	-2	12%	6%	-0.6%	-14%	-4	-1%	-1%	-34%	-3%	20%
O=c1[nH]nc(N2CCOCC2)c(=O)[nH]1	-2	-1%	-7%	-0.5%	x	38[activator]	-1%	-7%	14%	6%	1%
COc1ccc(CN2CCn3ncc(C(=O)Nc4cccc(C)c4)c3C2=O)cc1	0	-6%	4%	0.4%	-17%	-9	-6%	-2%	1%	0%	1%
CCOC(=O)c1nc(Nc2cc(C)cc(C)c2)c2ccccc2n1	0	-5%	4%	0.3%	2%	7	-4%	2%	10%	-4%	u
COc1cc(NC(=S)NCCSc2ccc(C)cc2)cc(OC)c1	0	3%	-3%	-1.0%	u	-17	0%	0%	2%	-3%	-7%
Cc1ccc(Nc2nc(N)[nH]c(=O)c2N=O)cc1	6	7%	15%	-0.9%	x	12	-8%	0%	4%	2%	11%
Cc1cc(C(=O)Nc2ccc(C)c(C)c2)n(-c2ccccc2)n1	5	0%	x	-0.8%	-5%	-20	-1%	1%	4%	1%	u
O=C(CCC(=O)c1ccc[nH]1)c1ccc(Cl)cc1	-4	-2%	3%	-0.6%	u	-28	-4%	-1%	14%	5%	u
COC(=O)c1ccc(CNC(=O)CCc2c[nH]c3ccccc23)cc1	-1	1%	-7%	-0.4%	0%	2	0%	-1%	-31%	-4%	u
CN1CCc2nc(SCC(=O)Nc3ccc(OC(F)(F)F)cc3)c(C#N)c(-c3cccs3)c2C1	-51*	-11%	-11%	-0.7%	u	-1	-1%	u	u	1%	u
Cc1ccccc1OCC(O)Cn1c(NCc2ccccc2)nc2c1c(=O)[nH]c(=O)n2C (centres undefined)	x	0%	2%	-0.4%	-18%	-1	-4%	3%	16%	0%	-1%
COc1cc(C(C[N+](=O)[O-])c2c(C)cc3ccccn23)ccc1O (centres undefined)	-2	12%	u	6.7%	u	6	-1%	1%	-31%	-2%	u
Cc1no[n+]([O-])c1COc1ccccc1/C=N/n1nnnc1N	-2	3%	6%	5.4%	4%	-12	-2%	-1%	-38%	x	-5%
